Bioassay records: PubChem, several laboratories
CAL PDZ FP-1 – blocks peptide binding to human CAL PDZ domain; inhibition, % at 20 µM; AID 504414; 0.02% of 330,000 active; purified CAL PDZ, TMR-peptide fluorescence polarization, 1 h;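 active = highest replicate inhibition of at least 40%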;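 note: plate controls were DMSO neutral control wells for no effect and unlabeled competitor peptide control wells for full effect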
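material = purified tagged CAL PDZ domain construct (CerCALP) | buffer or medium = sodium phosphate/NaCl buffer pH 7.4 with TCEP, IgG, Thesit | reagent = TMR-labelled reporter peptide T*-PRC34 bound in PDZ groove | incubation = 1 h room-temperature incubation prior to read | measured by = fluorescence polarization (mP) | evaluation = percent inhibition from loss of millipolarization | control set = unlabelled peptide and DMSO controls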
CAL PDZ FP-2 – CAL PDZ (human) peptide binding inhibition; Q9HD26; purified CAL PDZ, TMR-peptide fluorescence polarization, 1 h; inhibition, % at 24.9 µM; 0.92% of 300,000 active; AID 602252;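 active = mean inhibition of at least 30% with at least half of replicates also reaching 30%; inconclusive = no clear call, values can overlap the other calls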;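 note: 0% = DMSO neutral control and 100% = excess unlabeled competitor peptide PRC23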
MITF TRPM1 HTS – MITF TRPM1 promoter activation in melanoma cells; activation, % at 12.5 µM; SK-MEL-5 TRPM1-promoter luciferase, 24 h; % of positive control, neutral wells = 0; 0.75% of 300,000 active; AID 588334;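 active = mean activation of at least 80% with every replicate also reaching 80%; inconclusive = mean reaches 80% but some replicate falls short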;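 note: 0% = neutral control wells and 100% = parthenolide positive control wells; values of inactives mirror those of a sister screen read the other way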
Rtt109 Vps75 – inhibitors of Candida albicans Rtt109/Vps75 histone acetyltransferase | purified Rtt109/Vps75, ThioGlo CoA-SH fluorescence, 4 h | Q5AAJ8 | 0.16% of 330,000 active | AID 540336 | inhibition, % at 34.9 µM;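 active = inhibition of at least 50% in every replicate; inconclusive = best replicate reaches 50% inhibition but some replicates fall short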
Target sequence (Q5AAJ8 whole entry, looked up): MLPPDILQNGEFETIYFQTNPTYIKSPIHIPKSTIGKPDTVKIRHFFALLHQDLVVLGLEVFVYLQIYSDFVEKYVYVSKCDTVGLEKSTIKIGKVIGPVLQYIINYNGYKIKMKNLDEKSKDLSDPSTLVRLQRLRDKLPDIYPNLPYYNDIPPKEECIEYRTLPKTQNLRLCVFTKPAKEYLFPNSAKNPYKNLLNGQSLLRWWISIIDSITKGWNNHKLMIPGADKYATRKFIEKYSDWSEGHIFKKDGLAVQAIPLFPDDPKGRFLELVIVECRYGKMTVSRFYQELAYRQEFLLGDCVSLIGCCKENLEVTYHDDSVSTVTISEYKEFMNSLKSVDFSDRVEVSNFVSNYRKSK
dFosB activator – enhances mouse delta FosB homodimer DNA binding; activation, % at 25 µM; P13346; purified delta FosB, TAMRA-CDK5 oligo fluorescence polarization; percent of positive-control signal above neutral wells; 0.99% of 340,000 active;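 active = mean activation above about 17%, with every replicate also reaching it, limit read from the data, passing the limit was not always enough; inconclusive = only one of the two conditions met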;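 note: fluorescence polarization rise as delta FosB binds a TAMRA Cdk5 AP-1 oligo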
Target sequence (P13346 whole entry, looked up): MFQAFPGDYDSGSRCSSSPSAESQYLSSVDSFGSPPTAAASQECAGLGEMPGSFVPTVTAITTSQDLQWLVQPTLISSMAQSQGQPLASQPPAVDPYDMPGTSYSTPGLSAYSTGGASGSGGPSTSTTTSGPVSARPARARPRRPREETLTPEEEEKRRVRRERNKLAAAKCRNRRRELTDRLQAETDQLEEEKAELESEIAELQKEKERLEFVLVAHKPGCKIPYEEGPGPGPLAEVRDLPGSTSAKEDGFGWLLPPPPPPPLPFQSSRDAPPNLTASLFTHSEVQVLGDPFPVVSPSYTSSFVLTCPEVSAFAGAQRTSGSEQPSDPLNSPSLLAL
Tat export inh – E. coli Tat transport inhibition. inhibition, % at 10 µM. E. coli MC4100 TorA-mCherry Tat export, fluorescence. 0.036% of 340,000 active;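 active = mean replicate inhibition at least 50% and at least half of replicates individually reaching 50%; inconclusive = only one of the two criteria met; inactive = neither criterion met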;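 note: exported cargo escapes ClpAP degradation while cytoplasmic cargo is degraded and loses fluorescence; 0% = median of neutral control wells and 100% = median of NaSCN control wells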
CDK5 p35 inh – CDK5/p35 (human) kinase inhibition. inhibition, % at 10 µM. Q00535+Q15078. 0.01% of 330,000 active. Recombinant CDK5/p35, ADP-Glo luminescence, 60 min;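 active = highest replicate inhibition of at least 50% and at least 75% of replicates reaching 50%; inconclusive = only one of the two criteria met; inactive = both criteria failed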;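 note: plate controls were DMSO neutral control for no effect and GW8510 at 10 µM for full effect; many of its hits are not listed in these tables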
cardiac RTF act – increases calcium sensitivity of human cardiac regulated thin filaments; activation, % at 7.2 µM; 0.24% of 340,000 active; IANBD-labeled TnC RTF fluorescence at EC20 calcium; 0% EC20 calcium, 100% full calcium; P19429+P45379;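 active = activation above the mean over all tested compounds plus 3 SD, cut at about 30% in these data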;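 note: rise in fluorescence read as greater calcium sensitivity of cardiac thin filaments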
V-ATPase pH – alters yeast V-ATPase proton transport. 0.37% of 350,000 active. S. cerevisiae, pHLuorin cytosolic pH fluorescence. response, % at 10 µM. AID 504577; in the data active = response mostly above about 7.3%, no sharp cut-off; inactive = mostly below about 5.4%; note: actives read high; inactives centre near 0; some compounds called inactive have numbers as strong as hits
Wnt bcat act – activates Wnt/beta-catenin signaling in a reporter cell assay; activator, plate reader; activation, % at 9.35 µM; 1.2% of 300,000 active; AID 743398; in the data active = activation above about 30%, passing the limit was not always enough; inconclusive = no clear call, values can overlap the other calls;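 note: 0% = neutral control wells and 100% = positive control wells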
The depositor's hits bear a star; ? = inconclusive; . = not tested or not shown. Rows are unselected; about 4.1% have a hit in one of these screens.

SMILES	CAL PDZ FP-1	CAL PDZ FP-2	MITF TRPM1 HTS	Rtt109 Vps75	dFosB activator	Tat export inh	CDK5 p35 inh	cardiac RTF act	V-ATPase pH	Wnt bcat act
O=C(Cn1c(=O)n(Cc2ccco2)c(=O)c2cc(Cl)ccc21)NCC1CCCO1 (stereo not given)	0.0	-4	-14	3	-11	1	-0.7	0	8	-2
CCCn1c(N)c(N(CCOC)C(=O)c2cccc(S(=O)(=O)N3CCCc4ccccc43)c2)c(=O)[nH]c1=O	-1.7	1	0	11	-11	1	-1.3	1	-4	-2
C[C@H]1CN=C(N(C)C)N1CCC1CCCCC1	-0.7	-2	4	6	11	3	1.3	-3	3	-3
Cc1ccc(CSCc2ccc(C(=O)NC3CCCC3)o2)cc1	-3.1	-3	-1	-5	1	0	-0.1	3	2	-1
Cc1ccc(N2C(=O)SC(N(CC(=O)O)c3cccc(C)c3)C2=O)cc1 (stereo not given)	-1.7	-1	5	?	-4	1	-2.2	5	7	41*
COc1cccc(NC(=O)COc2cccc3c2CCNC3=O)c1	-0.8	-1	-24	-3	-6	-2	-1.9	3	-2	7
Cc1cccn2c(CN3CCCN(C=O)CC3)c(C(=O)N(C)CCc3ccccc3)nc12	-0.9	4	-13	-29	-12	-2	0.4	-3	-1	0
Cc1ccccc1N1C(=O)c2cc(S(N)(=O)=O)c(Cl)cc2NC1C (stereo not given)	-0.7	0	7	0	-6	-5	1.7	-5	0	-3
CC1CC=C(c2ccccc2)C(=S)N1 (stereo not given)	-0.4	.	1	-7	-1	-5	-1.5	6	5	5
CC(=O)c1ccc(N2C(=NC(=O)CCc3ccccc3)SC3CS(=O)(=O)CC32)cc1 (stereo not given)	-0.1	.	1	-9	-3	-3	1.1	5	1	1
CCn1c2ccccc2c2cc(N=C3SC(CC(=O)Nc4ccccc4)C(=O)N3C)ccc21 (stereo not given)	-0.5	-7	-1	-1	-5	-6	2.2	-4	3	-5
COc1ccc(S(=O)(=O)NCC2(N3CCOCC3)CCCCC2)cc1OC	-2.0	4	6	1	-3	-12	-11	-3	4	3
CCCn1c(N)c(Sc2ccc(Cl)cc2)c(=O)n(CCC)c1=O	-1.2	-4	3	15	0	5	1.8	-2	-6	-5
CSc1ccc(CN(C)Cc2nc3cc(C(F)(F)F)ccc3c(=O)[nH]2)cc1	2.1	-1	-7	8	-4	0	-0.2	3	3	-2
CC1(C)Cc2c(sc3c2c(N)nc(=S)n3Cc2ccc(Br)cc2)CO1	1.6	.	.	-10	1	11	-3.5	9	-1	0
CCOC(=O)/C=C/[C@H]1Cc2ccccc2CO1	-0.7	0	0	-3	2	3	4.2	-5	-4	-2
CCC(C)NC(=S)Nc1ccc(C(=O)OC)cc1 (stereo not given)	0.2	-4	-5	1	-2	4	-2.3	-1	-6	-7
CCCCN(C(=O)c1cc(S(=O)(=O)N2CCCCCC2)ccc1OC)c1c(N)n(CCC)c(=O)[nH]c1=O	2.2	-2	2	-11	-8	-5	-1.5	0	-1	-1
COc1ccc(NC(=O)c2oc3ccccc3c2NC(=O)c2ccco2)cc1	-1.8	4	21	4	21*	7	-1.1	4	-3	0
C=CCNC(=O)c1ccccc1NC(=O)c1ccccc1SC	0.2	6	-14	10	-4	-2	-0.4	0	0	-1
Cc1ccc(NC(=O)CSc2nc(N)cc(=O)[nH]2)cc1S(=O)(=O)N1CCCCC1	-1.5	-5	1	-6	-8	18	-1.7	4	4	-1
CNC(=O)CSc1cnc2ccccc2n1	-1.0	5	-1	-5	-7	-10	3.7	6	-1	-1
Cc1cc(C)n2nc(CNS(=O)(=O)c3ccc(CC(C)C)cc3)nc2n1	-0.4	-3	-1	-6	-8	5	0.6	0	3	1
Cn1nnnc1SCC(=O)N1N=C(c2cccs2)CC1c1cccs1 (stereo not given)	0.0	-3	7	2	4	-1	-3.6	-1	0	-2
CCCN(C(=O)Cc1coc2cc(OC)ccc12)C1CCS(=O)(=O)C1 (stereo not given)	0.5	-4	0	3	0	-1	0.9	-1	1	1
C1CN(c2nc3nonc3nc2N2C[C@H]3CC[C@H]2C3)CCS1	-0.1	0	7	1	-12	10	1.0	1	1	0
CC(=O)Nc1cc(C(=O)CSc2nnc(C3CC3)n2C2CC2)ccc1O	0.0	-1	.	24	-14	3	-0.9	-5	-3	1
Nn1c(SCC(=O)NCc2ccccc2)nnc1C1CC1	-2.7	.	9	-13	0	2	-0.6	6	-3	.
Cc1cccc(C(=O)N2N=C(c3ccc(NS(C)(=O)=O)cc3)CC2c2cccs2)c1 (stereo not given)	0.2	-9	-9	7	-4	-2	2.2	-1	-2	0
O=C(CCl)N(Cc1ccccc1)c1ccccc1	0.4	4	-29	-4	3	0	-0.3	-4	0	-5
O=C(Cn1nnc2ccccc21)c1ccc(Cl)cc1	-1.6	0	74	41	-10	0	1.4	2	3	45*
Cc1cc(NS(=O)(=O)c2ccc(NC(=O)c3ccco3)cc2)no1	-0.5	0	-7	-3	7	4	0.6	-1	1	.
COc1cc(C(C(=O)NC2CCCCC2)N(Cc2cccs2)C(=O)Cc2c[nH]c3ccccc23)cc(OC)c1OC (stereo not given)	-0.1	-3	-14	0	0	0	0.0	3	0	-5
COc1cc(OC)cc(C(=O)OCC(=O)Nc2nnc(-c3ccccc3)o2)c1	-0.3	.	-5	-3	-6	-2	0.1	3	-3	-2
CCCSc1nc(=S)n(Cc2ccccc2)c(C)c1C(C)=O	-1.2	0	23	-1	-7	-4	-0.5	0	1	1
CCN(CCn1cccn1)Cc1nc(-c2ccccc2)no1	-2.6	-3	-3	11	1	3	-0.9	-6	0	-1

3 compounds out of the list, ordered by count of non-hydrogen atoms, largest number first:
SMILES	CAL PDZ FP-1	CAL PDZ FP-2	MITF TRPM1 HTS	Rtt109 Vps75	dFosB activator	Tat export inh	CDK5 p35 inh	cardiac RTF act	V-ATPase pH	Wnt bcat act
Cc1cccc(C(=O)N2N=C(c3ccc(NS(C)(=O)=O)cc3)CC2c2cccs2)c1 (stereo not given)	0.2	-9	-9	7	-4	-2	2.2	-1	-2	0
CCCN(C(=O)Cc1coc2cc(OC)ccc12)C1CCS(=O)(=O)C1 (stereo not given)	0.5	-4	0	3	0	-1	0.9	-1	1	1
Cc1cc(NS(=O)(=O)c2ccc(NC(=O)c3ccco3)cc2)no1	-0.5	0	-7	-3	7	4	0.6	-1	1	.

(continued)
SMILES	CAL PDZ FP-1	CAL PDZ FP-2	MITF TRPM1 HTS	Rtt109 Vps75	dFosB activator	Tat export inh	CDK5 p35 inh	cardiac RTF act	V-ATPase pH	Wnt bcat act
CC1CCN(C(=O)COC(=O)CSc2ccc(C(N)=O)cc2[N+](=O)[O-])CC1	-1.6	.	5	-4	-5	3	-7.1	-1	1	-1
COc1ccc(-c2oc3ccccc3c(=O)c2OC(C)=O)cc1	13	-3	46	1	-6	-2	-0.8	-1	-3	-4
CCCn1c2ccccc2c2cnn(CC(=O)NCCOC)c(=O)c21	-0.2	-4	5	3	-2	-3	1.6	5	3	-3
CC(C)(C)c1ccc(C(=O)N2CCC(C(=O)NCCC3=CCCCC3)CC2)cc1	-1.0	-4	5	14	-7	16	-1.5	0	-4	.
CCOC(=O)c1nnn(-c2nonc2N)c1CN1CCCC1	1.2	-1	.	-6	-1	1	1.1	0	-4	1
Cc1ccc(SCC(=O)N2CCc3ccccc32)cc1	-0.3	-2	78	-6	2	-2	-1.6	1	-1	11
CC(O)(C#CCN1CCOCC1)c1ccccc1 (stereo not given)	-2.3	-1	-11	-3	4	-4	-1.3	6	-5	-6
Cc1cc(C)n(CC(=O)NNC(=O)CCCOc2ccc(Cl)cc2C)n1	-1.7	-2	2	-1	34*	-6	0.3	4	3	-1
C=CCOC(=O)C1=C(C)OC(N)=C(C#N)C1c1ccc2c(c1)OCO2 (stereo not given)	-1.2	.	.	-4	-5	-1	0.5	1	-2	-1
FC(F)(F)c1ccc(-c2nc(=S)[nH][nH]2)cc1	-0.1	.	13	4	3	-1	-6.0	18	-2	1
CCOc1ccc(C(=O)Nc2c3c(nn2C(C)(C)C)CSC3)cc1OCC	.	6	-1	1	-10	4	-0.4	-2	2	-2
O=C(O)CCc1nn2c3ccccc3n(CC(=O)O)c2nc1=O	0.9	-4	-6	7	0	-8	-0.2	7	0	0

Complete entries as entered above. Screens in order: CAL PDZ FP-1, CAL PDZ FP-2, MITF TRPM1 HTS, Rtt109 Vps75, dFosB activator, Tat export inh, CDK5 p35 inh, cardiac RTF act, V-ATPase pH, Wnt bcat act
Listed for CCOc1ccc(C(=O)Nc2c3c(nn2C(C)(C)C)CSC3)cc1OCC = ., 6, -1, 1, -10, 4, -0.4, -2, 2, -2
Listed for CC(C)(C)c1ccc(C(=O)N2CCC(C(=O)NCCC3=CCCCC3)CC2)cc1 = -1.0, -4, 5, 14, -7, 16, -1.5, 0, -4, .

Later entries:
SMILES	CAL PDZ FP-1	CAL PDZ FP-2	MITF TRPM1 HTS	Rtt109 Vps75	dFosB activator	Tat export inh	CDK5 p35 inh	cardiac RTF act	V-ATPase pH	Wnt bcat act
O=C(CSc1nccc(=O)[nH]1)Nc1ccc2c(c1)OCCO2	-2.4	-3	6	20	1	-11	-0.5	3	2	?
Cc1cccc(OCC(=O)Nc2ncn[nH]2)c1C	0.4	-1	40	-4	13	1	-0.3	2	-1	12
Cc1cccc(C)c1OCCNC(=O)c1ccc2ccccc2n1	-1.9	-6	6	.	-14	8	0.2	-6	8	1
COc1ccc(OC)c(C2/C(=C(/O)c3ccccc3)C(=O)C(=O)N2Cc2ccco2)c1 (stereo not given)	-2.1	-2	9	25	-1	-9	-0.7	-3	-3	-2
COC(=O)Cc1c(C)nc2nc(-c3ccc(C)cc3)[nH]n2c1=O	-0.4	-4	-9	2	-5	-10	1.6	1	1	.
COc1cc([N+](=O)[O-])ccc1-c1ccc(/C=C2\C(=O)ON=C2c2ccccc2)o1	-4.4	0	-87	.	-2	10	1.0	-3	2	-1

Molecules from the list above containing a thiophene ring, fused or not (4):
SMILES	CAL PDZ FP-1	CAL PDZ FP-2	MITF TRPM1 HTS	Rtt109 Vps75	dFosB activator	Tat export inh	CDK5 p35 inh	cardiac RTF act	V-ATPase pH	Wnt bcat act
CC1(C)Cc2c(sc3c2c(N)nc(=S)n3Cc2ccc(Br)cc2)CO1	1.6	.	.	-10	1	11	-3.5	9	-1	0
Cn1nnnc1SCC(=O)N1N=C(c2cccs2)CC1c1cccs1 (stereo not given)	0.0	-3	7	2	4	-1	-3.6	-1	0	-2
Cc1cccc(C(=O)N2N=C(c3ccc(NS(C)(=O)=O)cc3)CC2c2cccs2)c1 (stereo not given)	0.2	-9	-9	7	-4	-2	2.2	-1	-2	0
COc1cc(C(C(=O)NC2CCCCC2)N(Cc2cccs2)C(=O)Cc2c[nH]c3ccccc23)cc(OC)c1OC (stereo not given)	-0.1	-3	-14	0	0	0	0.0	3	0	-5
